MEKK2 mut-MEK5 = signal of MEK5 binding to mutant human MEKK2 PB1 domain | bead flow cytometry, Alexa488-MEK5 binding to MEKK2 mutant | AID 1530 | percent response, % at 10 µM | hit rate 0.35% among 290,000; in the data active = percent response above about 24%, passing the limit was not always enough; also: inactives centre near 1; some results filed as inactive read as strong as hits
PfM18AAP inh = blocks P. falciparum M18 aspartyl aminopeptidase. recombinant PfM18AAP, H-Glu-NHMec fluorogenic cleavage. hit rate 1.2% among 290,000. AID 1822. inhibition, % at 7.35 µM;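 active = inhibition above the campaign mean inhibition over all tested compounds plus 3 SD, cut at about 28% in these data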;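 also: 0% = plate median of test compound wells and 100% = 2 mM ZnCl2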
IMP-1 inh = blocks Pseudomonas aeruginosa IMP-1 metallo-beta-lactamase | hit rate 0.45% among 290,000 | purified IMP-1, nitrocefin hydrolysis, epi-absorbance fluorescence | inhibition, % at 5.6 µM;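 active = inhibition above the mean plus 3 SD of all compounds in the same screening run, cut at about 4.5% in these data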;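 also: 0% = IMP-1 with DMSO and 100% = DMSO wells lacking enzyme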
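System: purified recombinant IMP-1 beta-lactamase. Medium: Zinc- and detergent-supplemented HEPES buffer, pH 7.1. Compound: one 5.6 µM dose […]. Schedule: 15 min preincubation plus 25 min reaction at 25 °C. Technique: Epi-absorbance fluorescence, 480 nm excitation, 530 nm emission.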
NS3 helicase inh = blocks Hepatitis C virus NS3 helicase unwinding | NS3 helicase DNA unwinding, Cy5 molecular beacon fluorescence | inhibition, % at 10.9 µM | hit rate 0.56% among 290,000 | AID 1800;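 active = inhibition above the mean of all tested compounds plus 3 SD, set per campaign, cut at about 35% in these data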;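 also: 0% = DMSO wells and 100% = thioflavine S control wells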
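System: Hepatitis C virus NS3 helicase domain fragment enzyme | Reagent: Annealed dual-labelled DNA beacon duplex, ATP-started | Compound dosing: 10.9 µM single point, 0.8% DMSO | Incubation: 1 h reaction at 25 °C, ATP-initiated | Technique: Cy5 fluorescence | Evaluation: Percent inhibition from t60/t0 fluorescence ratio | Benchmarks: Low DMSO, high thioflavine S at 110 µM | Replication: Singlicate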
NALP1 inh = NALP1 inhibition. S. cerevisiae NALP1/ASC/caspase-1 growth, X-gal OD620, 72 h. inhibition, % at 10 µM. hit rate 0.61% among 280,000. AID 2071; in the data active = inhibition mostly above about 24%, no sharp cut-off; inactive = mostly below about 32%; also: some compounds called inactive have numbers as strong as hits
VIM-2 inhibitor = blocks Pseudomonas aeruginosa VIM-2 metallo-beta-lactamase | hit rate 0.89% among 290,000 | purified VIM-2, nitrocefin hydrolysis, epi-absorbance fluorescence | AID 1527 | inhibition, % at 5.6 µM;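 active = inhibition above the mean of all tested compounds plus 3 SD, cutoff set per screening run, cut at about 7.5% in these data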;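 also: red hydrolysis product quenches plate fluorescence so inhibitors raise well fluorescence; 0% = enzyme with DMSO and 100% = DMSO without enzyme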
UBC9 SUMO inh = SUMOylation inhibition; HTRF SUMOylation assay, SAE1/SAE2 + UBC9, in vitro; inhibition, % at 35 µM; hit rate 0.36% among 290,000; in the data active = inhibition above about 50%, passing the limit was not always enough; also: strong numbers were not always called active
Target sequence (P63279 whole entry, looked up): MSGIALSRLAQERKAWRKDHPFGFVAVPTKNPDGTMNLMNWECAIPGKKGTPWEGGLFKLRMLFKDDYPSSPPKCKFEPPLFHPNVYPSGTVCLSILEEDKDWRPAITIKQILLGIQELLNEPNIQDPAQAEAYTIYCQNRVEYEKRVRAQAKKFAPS
FID counter = displaces DNA intercalator in HCV helicase counter-screen | DNA fluorescent intercalator displacement, fluorescence | inhibition, % at 7.9 µM | hit rate 0.17% among 290,000 | AID 1845; in the data active = inhibition above about 37%;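 also: 0% = vehicle and 100% = reference compound; higher means more ethidium bromide displaced from hairpin DNA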
MEKK2wt PB1 HTS = raises or lowers MEK5 binding to wildtype human MEKK2 PB1 domain; Q9Y2U5; bead flow cytometry, Alexa488-MEK5 binding to MEKK2 WT; actives lie on both sides; binding response (% of control), % at 10 µM; hit rate 1.1% among 290,000; in the data active = binding response below about 67% or above about 130%
The depositor's hits bear a star; / = no result given. The order is random; any-hit rate near 4.7%.

SMILES	MEKK2 mut-MEK5	PfM18AAP inh	IMP-1 inh	NS3 helicase inh	NALP1 inh	VIM-2 inhibitor	UBC9 SUMO inh	FID counter	MEKK2wt PB1 HTS
CCn1c(NCc2ccco2)nc2c1c(=O)n(C)c(=O)n2C	3	10	-3.4	10	18	0.8	19	-4	101
COc1ccc(CCNc2oc(-c3cccc4ccccc34)nc2P(=O)(OC)OC)cc1OC	-2	3	-2.5	1	30	-0.1	30	-11	96
COc1cccc(C2=NN(C(=O)CCCC(=O)O)C(c3cccs3)C2)c1 (stereo not drawn)	8	-2	-0.3	6	2	-1.1	13	-38	110
COc1ccnc(Nc2ccc(C)c(C)c2)c1C#N	0	-5	-1.1	2	29	-1.6	17	0	98
O=C(Cn1cnc2c(oc3ccccc32)c1=O)NCc1ccccc1	5	-4	-0.4	-1	36	-5.7	7	5	108
Cc1c(CC(=O)O)c(=O)oc2c(C)c3occ(-c4ccccc4)c3cc12	0	1	1.3	-7	3	15*	24	-9	100
CN(C)S(=O)(=O)Oc1ccsc1C(=O)Nc1cccc(Cl)c1	-1	8	0.5	-3	4	0.6	-25	0	95
O=C(O)CCc1nn2c3ccccc3n(CC(=O)c3ccccc3)c2nc1=O	-7	10	-4.0	15	1	-0.4	27	-9	85
COc1ccccc1C(=O)NC(CCSC)C(=O)NC1CCCCCC1 (stereo not drawn)	0	0	-0.4	8	13	-4.0	8	-4	98
O=C(CN1C(=O)COc2ccc(Cl)cc21)N1CCOCC1	8	-2	-0.8	6	14	-1.4	13	-6	106
Cc1cc(C)cc(NS(=O)(=O)c2csc(C(N)=O)c2)c1	1	-7	-0.3	0	23	-3.6	-7	-1	104
CCOC(=O)C1CCCN(C(=O)c2cn(C)c(=O)c3cc(OC)c(OC)cc23)C1 (stereo not drawn)	3	12	1.8	0	4	0.3	9	-18	104
CCn1cc(C(=O)O)c(=O)c2cnc(N3CCN(C(=S)NC(=O)c4ccccc4Cl)CC3)nc21	2	-8	-2.3	-17	8	-2.2	12	-2	96
O=C1c2cccnc2Nc2ccccc2N1CCCF	5	-2	-1.7	-3	3	-1.0	-20	1	100
COc1cccc2cc(C(=O)Nc3ccccc3C)/c(=N/NS(=O)(=O)c3ccccc3)oc12	0	3	-1.6	2	-4	-2.1	2	-7	94
COc1ccc(C2CC(=O)Nc3cc(OC)c(OC)cc32)cc1Br (stereo not drawn)	6	-3	-1.5	-2	0	1.1	17	-15	105
CCOC(=O)N1CCC(NC(=O)c2cnn3ccccc23)CC1	7	-3	-2.4	-2	21	-2.5	-3	-10	98
O=C(O)/C=C/c1ccc2noc(-c3ccccc3)c2c1	4	7	-1.6	1	-25	-0.7	9	-8	104
CCCOc1cccc(C(=O)N(Cc2cccs2)C2CCS(=O)(=O)C2)c1 (stereo not drawn)	8	-3	-3.1	7	-15	-0.7	-3	-29	111
Cc1cccc(Cc2c(C)nc3nc(SCC(=O)NCc4ccco4)nn3c2C)c1	7	-2	-0.6	5	2	-0.7	4	-32	122
CC(C)CCn1cnc2c(sc3nc4c(cc32)CSC(C)(C)C4)c1=O	11	-3	-1.3	0	29	-0.5	9	-2	100
Cc1c(Cc2ccccc2)c(=O)oc2c(C)c(OCC(=O)NCc3ccccn3)ccc12	-6	-6	-0.8	-8	27	-1.9	1	-16	96
C=CCn1c(CNc2ccccc2)nnc1SCC(=O)N/N=C/c1ccc(O)cc1O	12	9	-2.9	10	-1	-2.9	-10	-17	105
O=C(NCc1ccc2c(c1)OCO2)C1CC(=O)N(CCc2ccccc2)C1 (stereo not drawn)	1	6	-3.2	8	-16	-3.3	-2	-15	102
CC1(C)CC2(C)Nc3ccccc3N2C(=S)N1 (stereo not drawn)	0	-14	-1.7	-11	1	-3.0	-9	-5	98
O=C(OCC(=O)c1cccs1)c1ccc(NC(=O)c2ccco2)cc1	-4	-1	-0.7	-1	15	-2.0	-3	-3	96
COc1ccc(OC)c(NC(=O)CS(=O)(=O)c2ccccc2)c1	-7	10	-4.6	9	11	-0.6	8	-1	94
CN(C)c1ccc(N2C(=NC(=O)CCc3ccccc3)SC3CS(=O)(=O)CC32)cc1 (stereo not drawn)	-1	12	-3.4	-10	19	2.4	4	-44	95
CCN(CC)c1ccc(N2C(=NC(=O)C3CCCO3)SC3CS(=O)(=O)CC32)cc1 (stereo not drawn)	1	8	-1.8	6	14	-2.6	-4	-29	101
O=C(CCN1C(=O)c2ccccc2C1=O)Nc1cccnc1	3	1	-5.1	-5	6	-3.2	-9	0	102

Arranged by the number under IMP-1 inh (ascending): some entries from above.
SMILES	IMP-1 inh
O=C(NCc1ccc2c(c1)OCO2)C1CC(=O)N(CCc2ccccc2)C1 (stereo not drawn)	-3.2
COc1ccc(C2CC(=O)Nc3cc(OC)c(OC)cc32)cc1Br (stereo not drawn)	-1.5
O=C(OCC(=O)c1cccs1)c1ccc(NC(=O)c2ccco2)cc1	-0.7

Copied from the list.
Value for CN(C)c1ccc(N2C(=NC(=O)CCc3ccccc3)SC3CS(=O)(=O)CC32)cc1 (stereo not drawn) under IMP-1 inh: -3.4
Value for COc1cccc2cc(C(=O)Nc3ccccc3C)/c(=N/NS(=O)(=O)c3ccccc3)oc12 under MEKK2 mut-MEK5: 0
Value for CCCOc1cccc(C(=O)N(Cc2cccs2)C2CCS(=O)(=O)C2)c1 (stereo not drawn) under MEKK2wt PB1 HTS: 111

The list goes on:
SMILES	MEKK2 mut-MEK5	PfM18AAP inh	IMP-1 inh	NS3 helicase inh	NALP1 inh	VIM-2 inhibitor	UBC9 SUMO inh	FID counter	MEKK2wt PB1 HTS
CCN/N=C(\Cc1nc2ccccc2[nH]1)c1ccccc1	-1	-10	-1.8	-1	0	-1.4	20	-6	93
C=C(C)C1CC=C(C)/C(=N/NC(=O)c2cccs2)C1 (stereo not drawn)	-1	-6	-1.7	6	32	-1.6	7	-7	110
COC(=O)\C(C(C)=O)=C(/C=C/C=C/C=C/N(C)C)N(C)C	-2	2	-0.8	36	0	-0.8	26	-24	94
CS(=O)(=O)n1nc(-c2ccc(Cl)cc2)nc1SCc1ccccc1	3	4	-0.2	21	46	-0.9	-2	5	103
Cc1sc2nc(SCc3nc(-c4ccccc4)no3)n(-c3ccccc3)c(=O)c2c1C	1	-4	-1.5	-6	-62	-2.1	11	-2	97
O=C(NCCN1CCOCC1)C1CCCN(S(=O)(=O)c2ccc(F)cc2)C1 (stereo not drawn)	-4	3	-1.8	4	1	-4.2	3	-5	95
CN(C(=O)Nc1ccccc1)n1cnc2ccccc2c1=O	-18	-15	0.5	-8	10	-0.4	34	-1	88
Cc1ccc(/C=C2\SC(=S)N(c3c(C)n(C)n(-c4ccccc4)c3=O)C2=O)cc1	-1	9	2.5	3	4	-0.2	-9	-24	93
Cc1ccc(C)c(S(=O)(=O)N2CCN(C(=O)C(C)Sc3ccccc3)CC2)c1 (stereo not drawn)	4	-7	-0.6	-3	3	-3.6	4	-51	102
Cn1c(=O)c2[nH]c(SCC(=O)c3ccc(F)cc3)nc2n(C)c1=O	2	-1	-2.5	-5	/	-2.1	-3	-3	103
COc1ccc(O)c(CN2CCC(n3nccc3NC(=O)c3ccccc3Cl)CC2)c1	6	19	-3.8	-9	-6	-3.9	-5	5	108
COc1ccc2c(OC)c3ccoc3nc2c1OC	4	2	-1.6	7	-6	-0.2	36	-8	115
CC(=O)c1c(OCC(=O)O)ccc2c(C)cc(=O)oc12	2	-4	-1.2	1	/	-0.9	2	2	93
S=C(NCCc1ccccn1)Nc1cccc(Cl)c1	-1	4	-2.3	-8	16	-0.8	-4	0	97
CCOC(=O)c1c(C)[nH]c(C(=O)OCc2ccccc2)c1C	6	-14	-1.0	-5	17	-1.6	22	-10	95
Cc1ccc(NC(=O)c2ccc3c(c2)CCN3S(C)(=O)=O)c(C)c1	2	4	-2.4	17	11	-1.9	3	-24	102
O=C(CCCOc1ccc(Cl)cc1Cl)Nc1ccc(O)cc1C(=O)O	-18	0	-0.1	13	-4	0.3	19	-21	91
COc1cccc(Cn2c(=O)c3[nH]cnc3n(-c3ccccc3C)c2=O)c1	-3	4	-2.9	16	/	-3.2	11	-20	94
C=CCN1C(=O)/C(=C\c2cc(Br)c(OCc3ccccn3)c(OC)c2)SC1=S	-5	-3	-1.9	1	-7	-3.0	12	-5	94
CCCC(=O)N(CCN1CCOCC1)c1nc2c(OCC)cccc2s1	-1	0	-2.4	-3	24	-2.6	-6	-16	97
COc1ccc(/C=N/NC(=O)CSCc2ccc([N+](=O)[O-])cc2)cc1OC	4	2	-3.7	-8	20	-3.3	9	-8	115
COc1ccc(Nc2nc(N)nc(CN3CCc4ccccc4C3)n2)cc1	-3	1	-6.6	-55	-22	-1.2	8	-1	98
Cc1ccccc1C(=O)O/N=C1\CCS(=O)(=O)c2sccc21	4	7	0.0	9	29	2.1	11	3	107
C=CCN(CC=C)S(=O)(=O)c1ccc(NC(=S)NC(=O)Cc2ccc(OC)cc2)cc1	0	1	1.1	1	9	0.9	-4	-8	98
CC(=O)N1CCc2cc(S(=O)(=O)CCC(=O)N(C)c3cc(C)ccc3C)ccc21	-5	1	-1.4	6	24	0.1	-6	-15	99
Cc1nnc(SCC(=O)Nc2ncc(Cc3ccc(F)cc3)s2)n1N	-3	8	-7.9	1	6	-1.5	2	-14	97
Cc1ccc(/C=C2/SC(=O)NC2=S)o1	-7	26	5.3*	53*	7	3.8	26	-5	93
CN(C)S(=O)(=O)c1ccc2nnn(OCC(=O)NC34CC5CC(CC(C5)C3)C4)c2c1	18	-14	-2.9	6	10	-1.3	-13	-28	93
CCOC(=O)c1c(C)oc2cc(Br)c(OC)cc12	-2	-2	-2.9	1	12	-1.1	10	1	103
C/C(CCN1CCc2nc(-c3ccccc3)c(-c3ccccc3)cc2C1)=N\O[C@@H](C)c1cc(-c2c(C)cc(C)cc2C)no1	-1	-4	-3.1	-25	21	-2.2	4	-5	107
Cc1nc(C2CCC3C4CCC5=CC(=O)CC[C@]5(C)C4CC[C@]23C)cs1 (stereo partly drawn)	3	1	-1.6	-5	8	-1.4	13	-24	101
O=C(NCC1CCCO1)C1CCN(C2CCN(C3CCCCCC3)CC2)CC1 (stereo not drawn)	-16	-9	-1.9	-1	3	-0.1	-5	5	90
CC(=O)c1c(N2CCOCC2)nc(=O)n(-c2ccccc2)c1C	0	-9	-2.4	-5	6	-0.8	-10	0	102
O=C(O)CNC(=O)CC1S/C(=N/N=C2\CSC(=O)N2)NC1=O (stereo not drawn)	-2	27	-3.0	4	1	-3.5	-25	-6	107
COc1ccc(N(CC(=O)NCc2ccncc2)S(=O)(=O)c2ccccc2[N+](=O)[O-])c(OC)c1	0	-1	-3.0	1	8	-2.8	3	2	103
COc1cc(/C=C(/NC(=O)c2ccccc2)C(=O)Nc2cccc(O)c2)c([N+](=O)[O-])cc1OC	/	5	-2.7	-3	27	-2.9	10	1	/
O=C(CSc1nnc(CNC(=O)c2ccc(F)cc2)o1)NCc1ccc2c(c1)OCO2	6	-1	-2.9	5	16	-2.5	-4	-11	103
COc1ccc(/C=C2/SC(=S)N(CCCC(=O)Nc3ccc(O)cc3)C2=O)cc1	9	-1	-2.9	4	/	-0.9	-8	-13	94

From PubChem
